# CHT allo act: allosteric activators of human choline transporter CHT; CHT-expressing cells, membrane potential dye, choline EC20; stronger effect = higher value; LV-AA mutant CHT in HEK293 cells; actives 0.49% (n = 310,000); Q9GZV3; B-score at 10 µM;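 active means initial fluorescence not abnormally high and integrated response B-score, plate-corrected, over 3 SD above library mean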
# Target sequence (Q9GZV3 whole entry, looked up): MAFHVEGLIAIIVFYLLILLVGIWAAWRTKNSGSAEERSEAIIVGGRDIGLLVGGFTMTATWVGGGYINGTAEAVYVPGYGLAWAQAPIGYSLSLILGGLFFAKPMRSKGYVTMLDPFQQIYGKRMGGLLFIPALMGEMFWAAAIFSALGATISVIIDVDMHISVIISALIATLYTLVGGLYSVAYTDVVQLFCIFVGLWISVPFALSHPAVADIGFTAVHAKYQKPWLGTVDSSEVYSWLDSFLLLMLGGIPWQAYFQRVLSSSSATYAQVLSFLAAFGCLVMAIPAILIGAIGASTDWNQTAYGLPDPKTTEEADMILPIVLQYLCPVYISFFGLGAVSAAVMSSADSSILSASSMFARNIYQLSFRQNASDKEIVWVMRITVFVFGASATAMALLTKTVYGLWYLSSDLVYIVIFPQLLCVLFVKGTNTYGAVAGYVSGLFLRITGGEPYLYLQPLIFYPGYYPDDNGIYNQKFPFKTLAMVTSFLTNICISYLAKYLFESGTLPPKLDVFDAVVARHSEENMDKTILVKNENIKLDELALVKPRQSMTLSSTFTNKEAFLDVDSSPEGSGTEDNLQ
# STK33 kinase inh: human STK33 kinase inhibition. actives 0.073% (n = 320,000). inhibition, % at 10 µM. purified STK33, MBP phosphorylation, ADP-Glo luminescence. Q9BYT3;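 active means inhibition at or above 25%, using the most active replicate where run in duplicate; inactive means inhibition below 25%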
# Target sequence (Q9BYT3 whole entry, looked up): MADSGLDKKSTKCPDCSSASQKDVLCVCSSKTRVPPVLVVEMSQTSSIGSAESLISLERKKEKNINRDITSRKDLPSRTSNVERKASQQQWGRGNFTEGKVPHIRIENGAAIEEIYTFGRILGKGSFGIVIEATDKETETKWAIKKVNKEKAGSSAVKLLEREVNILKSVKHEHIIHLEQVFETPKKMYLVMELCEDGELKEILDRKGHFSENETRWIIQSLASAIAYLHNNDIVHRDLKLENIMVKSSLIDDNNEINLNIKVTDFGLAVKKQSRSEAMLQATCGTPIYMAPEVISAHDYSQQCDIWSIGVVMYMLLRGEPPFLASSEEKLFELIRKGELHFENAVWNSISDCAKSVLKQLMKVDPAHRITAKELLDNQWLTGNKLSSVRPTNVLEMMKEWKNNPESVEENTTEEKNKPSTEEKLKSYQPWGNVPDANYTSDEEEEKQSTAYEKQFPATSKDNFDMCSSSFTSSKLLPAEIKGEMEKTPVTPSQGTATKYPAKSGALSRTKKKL
# CHT inh: human CHT choline transport inhibition. Q9GZV3. CHT-expressing cells, membrane potential dye, choline response; stronger effect = lower value. B-score at 10 µM. actives 0.86% (n = 310,000). AID 488975;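 active means B-score over 3 SD under the library average, and starting fluorescence ratio not unusually high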;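 further: choline stimulus applied at its EC90 after an EC20 pre-addition; B-score computed on integrated fluorescence ratio after choline addition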
# * = called active by the depositor; i = inactive; nt = not tested or not shown.
SMILES	CHT allo act	STK33 kinase inh	CHT inh
Cc1cc(Cl)ccc1C(=O)C1CCCN(C(=O)c2cscn2)C1 (stereo not given)	i	0.4	i
C=CCn1c(C)cc(C(=O)Cn2ncc(Cl)c(Cl)c2=O)c1C	i	-1.8	i
COc1ccc(S(=O)(=O)N2CCCCC2C)cc1 (stereo not given)	i	-0.9	i
CCOc1ccc(-c2c(C)n([O-])c3c([n+]2=O)CCCCC3)cc1	i	nt	i
COc1ccc2nc(N(CCN(C)C)C(=O)c3ccc4ccccc4c3)sc2c1	i	-0.9	i
C=CCNC(=O)C(=O)NCC1CCCN1CC (stereo not given)	i	0.7	i
CNC(=O)c1ccc(-c2sc3nc(N4CCOCC4)c4c(c3c2N)CCCC4)o1	i	-0.1	i
Cc1ccc(NC(=O)CCN2C(=O)c3ccccc3C2=O)cc1	i	-0.3	i
Cc1c(-c2ccccc2)nc2ccccc2c1C(=O)OCC(=O)Nc1ncc(C(F)(F)F)cc1Cl	i	0.2	i
COc1ccccc1OCCCCOc1ccccc1F	i	-0.2	i
Cc1nnc(NC(=O)CSC2CCCCC2)s1	i	-0.4	i
CCN(CC)S(=O)(=O)c1ccc(NC(=O)C(C)N(c2ccccc2)S(C)(=O)=O)cc1 (stereo not given)	i	0.2	i
CCOc1ccccc1N(C(=O)Nc1ccc(Cl)cc1)C1=NC(C)CS1 (stereo not given)	i	-0.7	i
CN(C)c1nc(Cl)cc(N2CCOCC2)n1	i	-0.2	i
CN(C)C(=S)Oc1ccccc1-c1ccccc1OC(=S)N(C)C	i	4.6	i
CC(C)Cn1c(-c2csc(C(C)C)c2)n[nH]c1=S	i	-0.6	i
CC(=O)c1c(N2CCOCC2)nc2ccc(Br)cc2c1-c1ccccc1	i	-1.8	i
COc1ccccc1N(CC(=O)NCc1ccccc1)C(=O)CCC(=O)Nc1cc(C)ccn1	i	-1.5	i
Cc1cc(S(=O)(=O)Nc2ccc(C(=O)NCC3(N(C)C)CCCCC3)cc2)ccc1F	i	0.6	i
O=C(NC1CC1)C1=C[C@H](C2CCCCC2)C[C@H](OCc2ccc(CO)cc2)O1	i	-0.2	i
CCOC(=O)C1(Cc2cccc(Cl)c2)CCCN(C(=O)CCC(=O)N(C)C)C1 (stereo not given)	i	1.4	i
Cc1ccc(NC(=O)CSc2nnc(-c3ccccc3Br)o2)cc1C	i	-2.4	i
COc1ccc(S(=O)(=O)NCC2CCCN(C(=O)c3sccc3C)C2)cc1 (stereo not given)	i	-0.4	i
COc1ccnc(Oc2ccccc2)c1C(=O)N/C=N/OCc1ccccc1	i	0.2	i
CN(C)N=Nc1nc2c(c(=O)n(C)c(=O)n2C)n1C	i	-0.7	i

# (more compounds)
SMILES	CHT allo act	STK33 kinase inh	CHT inh
CCC1CCCCN1C(=O)CNCC1CCCO1 (stereo not given)	i	-2.6	i
O=S(=O)(Cc1ccccc1)NCCc1ccc(F)cc1	i	-1.2	i
Cc1ccc(NC(=O)Cn2c(=O)oc3cc(S(=O)(=O)N4CCC(C)CC4)ccc32)cc1C	i	-0.6	i
COc1ccc(CN2CCNC(=O)C2CC(=O)N(C)Cc2cc(C)no2)cc1OC (stereo not given)	i	0.1	i
CC(=O)c1c(C)nc(-c2ccccc2)n1O	i	-1.5	i
O=C(CSc1nnc(CNC(=O)c2cccs2)o1)NC1CCCC1	i	-1.1	i
Cc1ccc(NC(=S)N(CCCN2CCN(C)CC2)Cc2cccs2)cc1C	i	-0.5	i
O=C(NCC1CC1)c1onc(CSc2nc3ccccc3[nH]2)c1C(=O)NCC1CC1	i	-0.1	i
COc1ccc2[nH]cc(C(=O)CNc3nc(C)cs3)c2c1	i	2.0	i
CCN(CC)CC(=O)NCc1cc(-c2ccc(OC)cc2)no1	i	0.4	i
CC(C)c1ccc(NC(=O)CSC(C)c2nc3ccccc3c(=O)[nH]2)cc1 (stereo not given)	i	0.4	i
Cc1ccccc1OCCn1cc(C(=S)N2CCN(C)CC2)c2ccccc21	i	-1.4	i
OCCNc1nc(Nc2cc(Cl)ccc2OC2CCCC2)nc(N2CCCC2)n1	i	-0.8	i
COc1ccc(C(=O)NCCS(=O)(=O)N2CCN(C(=O)c3ccco3)CC2)cc1	i	-1.1	i
O=C(NCc1ccc2c(c1)OCO2)Nc1ccc([N+](=O)[O-])cc1	i	-0.8	i
CCOC(=O)CCc1c(C)nc2ncnn2c1C	i	-1.5	i
Cc1cc(C)c2c(c1)/C(=C/C(=O)c1ccc(Br)s1)C(=O)N2	i	-2.2	i
O=C(CCc1nc2ccccc2c(=O)[nH]1)Nc1ccc(F)c([N+](=O)[O-])c1	i	-0.9	i
COc1cc(S(=O)(=O)N(Cc2ccccn2)Cc2ccco2)ccc1-n1cnnn1	i	0.0	i
COc1ccccc1N1CCN(C(=O)C(Cc2ccccc2)NC(=O)C2CCCCC2)CC1 (stereo not given)	i	0.3	i
Cc1cc(NC(=O)c2ccc(N(C)S(=O)(=O)c3ccccc3)cc2)no1	i	1.1	i
O=C1c2ccccc2NC(c2ccccn2)N1NS(=O)(=O)c1ccccc1 (stereo not given)	i	-0.4	i
CCOC(=O)N1CCC(NC(=O)CCCN2C(=O)CSc3ncccc32)CC1	i	-0.9	i
COc1ccccc1CC(=O)NCc1csc(-c2cccs2)n1	i	-0.8	i
CC(C)=C1C2C=CC1C(C(=O)Nc1cc(C)ccc1C)C2C(=O)O (stereo not given)	i	-0.4	i

# 2 of the compounds above, with two lines to a compound:
# Values in the order: CHT allo act	STK33 kinase inh	CHT inh
> Cc1cc(Cl)ccc1C(=O)C1CCCN(C(=O)c2cscn2)C1 (stereo not given)
→ i	0.4	i
> C=CCn1c(C)cc(C(=O)Cn2ncc(Cl)c(Cl)c2=O)c1C
→ i	-1.8	i

# Only CHT allo act (two entries from above):
mol | CHT allo act
COc1ccc(CN2CCNC(=O)C2CC(=O)N(C)Cc2cc(C)no2)cc1OC (stereo not given) | i
Cc1cc(NC(=O)c2ccc(N(C)S(=O)(=O)c3ccccc3)cc2)no1 | i

# Other records.
SMILES	CHT allo act	STK33 kinase inh	CHT inh
COc1ccc(C(=O)Cn2c(Cl)nc3c2c(=O)n(C)c(=O)n3C)cc1	i	-1.1	i
Cc1cc(C)cc(NC(=O)CSc2nnc(-c3ccccc3C)o2)c1	i	0.2	i
Cc1ccc(/C=C/C(=O)O)cc1S(=O)(=O)NCc1cccnc1	i	-2.7	i
CN(c1ccccc1)S(=O)(=O)c1cccc(Cl)c1Cl	i	-0.9	i
COc1ccc(C(C(=O)NC2CCCCC2)N(C(=O)c2ccco2)c2ccccc2C(C)=O)cc1 (stereo not given)	i	4.5	i
CCc1cccc(CC)c1N(COC)C(=O)Cn1cnc2ccccc21	i	0.1	i
NC(=O)CN(C/C=C/c1ccccc1)C/C=C/c1ccccc1	i	2.7	i
COc1ccc(-c2nnc(SC(C)C(=O)Nc3ccc4c(c3)OCCO4)o2)cc1 (stereo not given)	i	-0.3	i
Cc1csc2c(C#N)c(=O)c3c(n12)CCC3	6.6*	-0.2	i
COC(=O)c1cc2c(C(F)(F)F)nn(C)c2s1	i	-2.5	i
N=c1n(CCN2CCOCC2)c2ccccc2n1CC(=O)c1ccc(Cl)c(Cl)c1	i	2.0	i
NC(=O)C1CCN(C(=O)CN(C2CCCCC2)S(=O)(=O)c2ccc(F)cc2)CC1	i	-0.6	i
CNC(=O)C1=C(C)NC(=S)NC1c1cccs1 (stereo not given)	i	0.0	i
COc1ccc(-c2cc(C(=O)N3CCCC3)no2)cc1	i	0.8	i
Cc1cc([N+](=O)[O-])ccc1N=Nc1c(N)[nH]n(-c2ccccc2)c1=O	i	-2.8	i
CC1CCCC(C)N1CC(C)(C)NS(=O)(=O)c1ccc(Cl)cc1 (stereo not given)	i	-0.5	i
COc1ccc(C2C(C#N)=C(N)OC3=C2C(=O)CCC3)cc1OC (stereo not given)	i	-1.2	i
Cc1cc(=O)c2cc(C(=O)c3ccccc3)ccc2[nH]1	i	-2.9	i
Cc1nc(NC(=O)C2CC2)sc1C(=O)Nc1ccccc1Cl	i	0.2	i
c1ccc(C2(CNc3ccccn3)CCCC2)cc1	i	-1.7	i
COc1ccc(CCNC(=O)[C@@H]2C[C@H]2c2ccccc2)cc1OC	i	0.2	i
O=C(NCc1ccco1)C1CC(c2ccc(Cl)c(Cl)c2)=NO1 (stereo not given)	i	0.2	i
CCC(=O)Nc1cccc(NC(=O)c2cccc([N+](=O)[O-])c2)c1	i	0.4	i
CSc1ncccc1C(=O)NC1CC(C)(C)Cc2c1cnn2-c1ccccc1C (stereo not given)	i	-1.0	i
COc1ccc(N(CC(=O)N2CCc3ccccc3C2)S(C)(=O)=O)cc1Cl	i	-0.3	i

# (more compounds)
SMILES	CHT allo act	STK33 kinase inh	CHT inh
CCOC(=O)c1ccc(N2C(=O)CC(SCC(N)C(=O)OCC)C2=O)cc1 (stereo not given)	i	-1.1	i
CC(=O)c1ccc(NC(=O)C2CC(=O)N(Cc3ccccc3)C2)cc1 (stereo not given)	i	0.1	i
Cc1cc(C)nc(NS(=O)(=O)c2ccc(NC(=O)CCC3COc4ccccc4O3)cc2)n1 (stereo not given)	i	-0.4	i
COc1ccc(C(=O)C2CCN(C(=S)Nc3ccc(F)cc3)CC2)cc1	i	0.6	i
COCCNC(=O)CCC(=O)NNc1nc2ccccc2c2nc(C)nn12	i	0.4	i
COc1ccccc1NC(=O)C(C)OC(=O)C1CC(=O)N(c2ccc3c(c2)OCCO3)C1 (stereo not given)	i	-0.6	i
O=S(=O)(NCc1csc(-c2cccnc2)n1)c1cccs1	i	-1.5	i
COC(=O)CCCC1=CC2=CC(=O)C(C)(OC(=O)c3cccs3)C(=O)C2=CN1CCc1ccccn1 (stereo not given)	i	0.1	i
O=C(NNc1nc(-c2ccccc2)cs1)c1ccc(F)cc1	i	nt	-5.2*
COc1ccc(/C=C2\CCCC(C(=O)C(F)(F)F)=C2O)cc1	i	2.6	i
Cn1c(SCc2ccc(C(C)(C)C)cc2)nnc1C1COc2ccccc2O1 (stereo not given)	i	0.9	i
CC(C)c1ccc(NC(=O)c2ccc3c(c2)C(=O)N(Cc2cccnc2)C3=O)cc1	i	-1.1	i
Cc1sc2ncnc(N3CCCCC3C)c2c1C (stereo not given)	i	-1.8	i
Cn1c(N)c(S(=O)(=O)N2CCCC2)c(=O)n(C)c1=O	i	1.4	i
O=C(/C=C/c1ccoc1)c1ccccc1O	i	-0.3	i
Cc1ccc(N2C(=O)N(CC(=O)Nc3c(C)cc(C)cc3Cl)C(=O)C2C)cc1 (stereo not given)	i	0.0	-5*
COC(=O)c1c(NC(=O)C2CC2)sc(C(=O)Nc2ccccc2)c1C	i	-0.8	i
CCOc1ccc(/C(O)=C2\C(=O)C(=O)N(c3ccc(OC)cc3)C2c2ccccc2[N+](=O)[O-])cc1 (stereo not given)	i	-1.7	i
COc1ccc(N2C(=O)CC(N3CCC(O)(c4cccc(C(F)(F)F)c4)CC3)C2=O)cc1 (stereo not given)	i	-0.8	i
COc1ccc(CSc2n[nH]c(C)n2)cc1Br	i	-0.2	i
CC(=O)c1c(N2CCN(C(=O)c3ccco3)CC2)nc(=S)n(-c2ccccc2)c1C	i	0.6	i
Cc1ccccc1OCCSc1nc2ncnc(N)c2[nH]1	i	-1.5	i
CCc1nc(SCc2ccc(OC)cc2)n[nH]1	i	-2.5	i
CNC(=O)COC(=O)[C@@H](Nc1ccc(S(=O)(=O)N2CCOCC2)cc1[N+](=O)[O-])C(C)C	i	-1.3	i
CC1(c2nnc(-c3ccc(Cl)cc3)o2)CC(c2ccc(Cl)cc2)=NO1 (stereo not given)	i	-0.1	i

# 2 records drawn at random from the list so far, as already listed:
SMILES	CHT allo act	STK33 kinase inh	CHT inh
Cc1cc(C)c2c(c1)/C(=C/C(=O)c1ccc(Br)s1)C(=O)N2	i	-2.2	i
CNC(=O)c1ccc(-c2sc3nc(N4CCOCC4)c4c(c3c2N)CCCC4)o1	i	-0.1	i

# Remaining list, next part.
SMILES	CHT allo act	STK33 kinase inh	CHT inh
COc1ccc([N+](=O)[O-])cc1NC(=O)CSc1nc(C)c(C)c(C)n1	i	1.9	i
Cc1ccc(N2CCN(C3=NC(=O)C(Cc4ccccc4)S3)CC2)cc1 (stereo not given)	i	0.8	i
CC(C)N(C)C(=O)c1ccc(OC2CCN(CCc3ccccc3)CC2)cc1	i	0.6	i
Cc1ccccc1Cn1cc(S(=O)(=O)c2ccc(C(C)C)cc2)c(=O)c2cc3c(cc21)OCO3	i	-0.6	i
CN=C(Cc1ccccc1)C1=C(O)CC(C)(C)CC1=O	i	-1.3	i
O=C(COc1ccc(Br)cc1)N1CCN(c2ccccc2)CC1	i	-1.8	i
Cc1ccccc1OCC(=O)NCc1ccccc1	i	-1.4	i
CCn1c(-c2cc3c(C(F)(F)F)nn(C)c3s2)n[nH]c1=S	i	-1.8	i
NS(=O)(=O)c1ccc(NC(=O)CSc2ncn[nH]2)cc1	i	-0.9	i
COc1ccc(CNc2nc(-c3ccccc3)nn2C(=O)c2cccs2)cc1	i	-0.8	i
CC(=O)N1CCN(Cc2cc(=O)n3cc(Cl)c(C)c(Cl)c3n2)CC1	i	-1.6	i
COc1ccc(CCNC(=O)c2ccc(=O)[nH]c2)cc1	i	0.1	i
CCOC(=O)c1ccc(N2C(=O)CC(N3CCCC(C)C3)C2=O)cc1 (stereo not given)	i	-0.5	i
COc1ccc(Cn2nnc3c(=O)[nH]c(C4CCN(C(=O)c5ccccc5Cl)CC4)nc32)cc1	i	-1.4	i

# Compound activity as filed in PubChem.

# Outcome played no part in choosing rows; any-hit rate near 1.5%.
